# Screening results: PubChem BioAssay, National Center for Advancing Translational Sciences (NCATS)
# KinaseGlo FLuc: blocks Kinase-Glo luciferase, a counter-screen artifact | Potency, µM (doses to about 38.3 µM), for the others: top-dose activity change, negative = inhibition, hits mostly inhibitors | Q27757 | Kinase-Glo luciferase, ATP luminescence, 8 min | 200,000 compounds, 0.28% hits; also: potency is read from the fitted curve at half-maximal effect; % is scaled to controls: 0 for no effect and ±100 for the full control effect; nearly all actives have a fitted effect of over 60% in size
#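 Substrate mix (final 50 mM imidazole pH 7.2, 50 mM KCl, 7 mM MgCl2, 10 uM ATP, 0.01% Tween 20, 0.05% BSA) plus pin-tool compound, then Kinase-Glo detection mix; 8 min ambient, luminescence read.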
# CBFb-RUNX1 inh: blocks binding between human CBF-beta and RUNX1; Q01196+Q13951; AlphaScreen CBFb-His/RUNX1-biotin binding, biochemical; Potency, µM (top dose mostly 59.8 µM), without a hit: at the highest dose activity, negative = inhibition, usual class: inhibitors; 230,000 tested, under 10 active; also: % of control where 0% means no effect
#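 Inhibition was taken as any reduction in AlphaScreen signal from the CBF-beta–RUNX1 pair (His and biotin tags, 30 nM each), measured after compound (15 min) and bead (90 min) incubations at room temperature.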
# Epigenetic derep: derepresses silenced GFP reporter in murine cells; murine LDR cells, GFP reporter derepression, 30 h; Potency, µM (titrated, usually from 53.9 µM), for the others: top-dose GFP activation, actives largely listed as activators; 280,000 compounds, 0.2% hits; AID 1865; also: potency is read from the fitted curve at half-maximal effect; % of control where 0% means no effect; nearly all actives have a fitted effect of over 60% in size
#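 Reporter derepression read as number of fluorescent GFP-positive objects, 20-120 um in size, counted by laser-scanning cytometer. Mouse LDR line with an epigenetically silenced CMV-GFP locus; compound incubation 30 h, 37 C.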
# NPSR antag: blocks cAMP signaling of the human neuropeptide S receptor; Potency, µM (series often up to 38.3 µM), for the others: top-dose activity change, negative = inhibition, most hits filed as inhibitors; CHO-NPSR cells, cAMP TR-FRET, antagonist mode; AID 1461; 220,000 compounds, 1% hits; Q6W5P4; also: potency is read from the fitted curve at half-maximal effect; % is scaled to controls: 0 for no effect and ±100 for the full control effect; nearly all actives have a fitted effect of over 50% in size; many of its hits are not listed in these tables
# Target sequence (Q6W5P4 whole entry, looked up): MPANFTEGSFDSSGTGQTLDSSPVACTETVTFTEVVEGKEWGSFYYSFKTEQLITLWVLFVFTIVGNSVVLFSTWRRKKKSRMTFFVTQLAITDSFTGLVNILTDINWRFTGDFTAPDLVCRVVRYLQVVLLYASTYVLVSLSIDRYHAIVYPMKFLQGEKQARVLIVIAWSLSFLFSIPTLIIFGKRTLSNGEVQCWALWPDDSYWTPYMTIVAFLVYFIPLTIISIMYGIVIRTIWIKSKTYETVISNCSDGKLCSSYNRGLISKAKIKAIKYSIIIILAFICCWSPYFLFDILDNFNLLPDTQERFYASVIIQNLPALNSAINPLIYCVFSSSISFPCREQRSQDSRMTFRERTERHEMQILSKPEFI
# IMPase Li cell: cell-permeable IMPase inhibitors with lithium potentiation; CHO-M1 cells, IP1 TR-FRET (IP-One), carbachol + lithium; Potency, µM (highest dose often 59.4 µM), for inactives: at the highest dose activity, negative = IMPase inhibition, hits mostly inhibitors; 210,000 compounds, 0.35% hits; AID 1457;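 also: IP1 builds up when IMPase is blocked and the TR-FRET signal falls; potency is read from the fitted curve at half-maximal effect; plate controls were basal vehicle for no effect and high inhibitor control for full effect; nearly all actives have a fitted effect of over 50% in size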
#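 Steps: plate 2000 CHO-M1 cells per well and culture 16–30 h; add compound and lithium; incubate 30 min, 37C; add d2-IP1 tracer and Eu cryptate anti-IP1 antibody in lysis buffer; read after 10 min at room temperature.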
# Lamin A splicing: modulators of lamin A splicing; HeLa LMNA splicing GFP/RFP minigene ratio, 48 h; Potency, µM (series often up to 46.1 µM), inactives show at the highest dose ratio change, negative = inhibition, hits mostly inhibitors; 200,000 compounds, 0.01% hits; AID 1487; active = well fitted inhibition curve with a large enough effect in the signal ratio, with a control signal flat, not every such curve was filed as active; inconclusive = small, poorly fitted or top-dose-only effect, or effect the other way, or a change in a side signal; the % refers to the signal ratio; also: potency is read from the fitted curve at half-maximal effect; % is scaled to controls: 0 for no effect and ±100 for the full control effect
#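 Read-out is the ratio of GFP to DsRed2 object intensity, acquired by 488 nm laser-scanning cytometry on HeLa lamin A-EGFP minigene reporter cells. Compound incubation 48 hrs at 37 °C in Opti-MEM with 2% FBS; DMSO 0.5% final.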
# GLA spleen mod: alpha-galactosidase A (human) modulation; P06280; AID 2107; 240,000 compounds, 0.008% hits; human spleen homogenate, 4MU-alpha-Gal fluorescence, 40 min; Potency, µM (series often up to 80 µM), inactives show at the top dose activity change, negative = inhibition, most hits filed as inhibitors;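 also: potency is read from the fitted curve at half-maximal effect; 0% = enzyme with vehicle and -100% = no enzyme basal signal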
# Target sequence (P06280 32-429 limits assumed): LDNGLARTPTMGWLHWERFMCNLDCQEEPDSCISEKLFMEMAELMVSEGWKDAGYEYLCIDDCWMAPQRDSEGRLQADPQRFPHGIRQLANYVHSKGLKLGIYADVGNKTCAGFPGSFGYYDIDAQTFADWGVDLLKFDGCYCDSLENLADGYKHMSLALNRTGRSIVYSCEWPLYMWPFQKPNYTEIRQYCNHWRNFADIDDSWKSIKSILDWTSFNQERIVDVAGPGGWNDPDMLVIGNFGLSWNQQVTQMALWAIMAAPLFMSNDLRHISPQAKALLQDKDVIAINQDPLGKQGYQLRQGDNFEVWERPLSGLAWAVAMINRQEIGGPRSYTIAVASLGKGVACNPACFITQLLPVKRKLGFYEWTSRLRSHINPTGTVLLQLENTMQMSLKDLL
#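 qHTS titration in buffer at pH 5.0. Alpha-galactosidase activity in spleen homogenate was measured via 4-methylumbelliferone release from 1 mM fluorogenic substrate after 40 min at 37C and a pH 10 stop. AC50 came from Hill fits of control-normalized data.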
# Numbers without * were called inactive; ? = inconclusive; · = no result given; [ ] = remark or other dose. Unless noted, calls follow the shape of the dose curve; as a rule, active = well fitted curve in the direction sought with a large enough effect; inconclusive = small, poorly fitted or top-dose-only effect, or another doubt; inactive = no such curve, though single readings can be large; an effect the other way counts as inactive or inconclusive. A portion of the library; the hit share may differ from the screen's.
nr	mol	KinaseGlo FLuc	CBFb-RUNX1 inh	Epigenetic derep	NPSR antag	IMPase Li cell	Lamin A splicing	GLA spleen mod
1	C/C=C/c1ccccc1OCc1ccc(C(=O)OC)o1	-3.7%	9.5%	0.0%	-5.0%[46.1 µM]	10.4%[38.3 µM]	0.8%	6.2%
2	Cc1onc(-c2ccccc2)c1C(=O)NNC(=S)NC(=O)c1ccc2c(c1)OCO2	·	-12.2%	0.1%	6.2%	·	·	-0.2%
3	O=C(NCc1ccccc1)c1cc(S(=O)(=O)N2CCCCC2)ccc1N1CCOCC1	3.0%	7.0%	-0.5%	-10.7%	6.2%	2.6%[46 µM]	-3.5%
4	CC(=O)c1c(N2CCN(c3ccc(F)cc3)CC2)nc(=S)n(Cc2ccccc2)c1C	0.2%	-15.3%	?	-31.3%	2.6%	?	2.8%
5	COc1ccc(SC[C@H](CC(C)C)N2CCN(C)CCC2=O)cc1	·	6.4%	2.9%	20.2%	·	·	-0.9%
6	Cc1ccc(S(=O)(=O)N2CCCCC2)cc1C(=O)c1nccn1C	-6.7%	-2.7%	-1.2%	2.6%[46.1 µM]	-6.9%[38.3 µM]	-4.3%	7.8%
7	Cc1ccc(OC(=O)NC2CCS(=O)(=O)C2)cc1C (centres undefined)	0.8%	5.0%	-1.0%	-5.1%[46.1 µM]	18.2%[38.3 µM]	2.1%	-1.1%
8	O=C(NC(NC(=S)Nc1c(Cl)cccc1Cl)C(Cl)(Cl)Cl)OCc1ccccc1 (centres undefined)	1.8%	10.2%	1.0%	-39.8%	15.5%	?	0.9%
9	Cc1nnc(SCC(=O)NNC(=O)c2ccco2)n1-c1cccc(Cl)c1	-4.3%	-5.6%	-0.2%	7.2%	-0.2%	-11.3%[9.22 µM]	-2.8%
10	COC(=O)c1scc(C)c1NC(=O)Nc1ccccc1	1.5%	10.4%	0.6%	-3.4%[46.1 µM]	9.0%[38.3 µM]	-4.2%	3.4%
11	CC(/C=C/c1ccc2c(c1)OCO2)=N/NC(=O)C1COc2ccccc2O1 (centres undefined)	1.6%	2.9%	-1.9%	-10.5%	4.6%	?	3.3%
12	O=C(Nc1ccc2c(c1)OCO2)N1CCN(Cc2ccco2)CC1	·	8.2%	1.1%	-27.5%	-0.5%	·	1.2%
13	COc1ccc2oc(N)c(C=O)c(=O)c2c1	·	8.7%	-0.3%	-20.4%	·	·	2.8%
14	Cc1ccc2c(c1)C(O)(CC(=O)/C=C/C=C/c1ccccc1)C(=O)N2 (centres undefined)	-3.0%	5.5%	0.0%	-5.2%	7.9%	-8.8%	6.3%
15	CCOC(=O)NC(O)C(=O)c1cccs1 (centres undefined)	-0.8%	3.3%	1.3%	-9.1%[46.1 µM]	-12.1%[38.3 µM]	1.0%	-1.1%
16	CCc1c(C)nc(SC(C(=O)O)c2ccccc2)c(C#N)c1C (centres undefined)	1.9%	3.5%	0.0%	-21.8%	-2.3%	-5.0%	-3.3%
17	CCC1(C)OC(=O)N2CCc3c(C)[nH]c4c(C)ccc(c34)C21C (centres undefined)	-1.4%	-2.7%	-0.8%	-25.1%[46.1 µM]	10.3%[38.3 µM]	-11.5%	8.7%
18	COCc1cc(C)n(CC(=O)OC)c(=O)c1C#N	-2.6%	5.5%	2.3%	-12.9%	-20.5%	?	2.7%
19	COc1cccc(-c2cncnc2NCc2ccc(OC)cc2OC)c1	-2.4%	·	1.6%	·	19.1%	?	5.6%
20	CCCCN(C)C(=O)C1CCN(Cc2ccc(OCc3ccccc3)cc2)CC1	-0.5%	-4.7%	-1.0%	16.6%[46.1 µM]	12.1%	?	-1.7%
21	COc1ccc(C(=O)CN2C(=O)c3ccccc3C2=O)c(OC)c1C	0.2%	9.5%	2.2%	-20.1%[46.1 µM]	29.4%[38.3 µM]	17.0%	-2.2%
22	Cc1ccnc(SCc2cc(=O)c(OC(=O)c3cccs3)co2)n1	3.9%	-3.1%	1.1%	2.9%	6.0%	·	-4.6%
23	CCCC(=O)OCCNc1cc(SCc2ccco2)c2nonc2c1[N+](=O)[O-]	1.7%	0.7%	0.0%	-0.8%[46.1 µM]	11.5%	?	0.5%
24	O=C(NC1CCCCC1)N1CCC(n2cnc3ccccc32)CC1	0.6%	0.0%	-1.2%	-7.3%[7.67 µM]	-11.5%[38.3 µM]	4.5%	-11.0%
25	Cc1cccc(C)c1OCc1nnc(SCC(=O)Nc2ccccc2F)o1	4.9%	-2.1%	-1.0%	8.1%	13.9%	6.0%	-1.4%
26	Clc1ccc(CSc2nnc3c(n2)[nH]c2ccccc23)cc1	·	-2.0%	3.2%	3.0%	·	?	1.5%
27	Cc1n(-c2ccccc2)c2ccc(Cl)cc2[n+]1CCO	-4.9%	3.7%	1.1%	-2.4%	7.9%	20.1%[46 µM]	6.7%
28	C#CC(=O)N(c1cccc(OC)c1)C(C(=O)NC1CCCC1)c1cccs1 (centres undefined)	-0.9%	7.3%	?	3.98µM*	23.2%[38.3 µM]	?	14.6%
29	CCOCCCNC(=O)C1CCN(c2cc(C)nc3c(-c4ccc(OC)c(OC)c4)c(C)nn23)CC1	2.6%	2.1%	-0.2%	-9.3%[46.1 µM]	9.8%[38.3 µM]	2.3%	1.2%
30	CCCn1c(SCC(=O)NC2CCCCC2C)n[nH]c1=O (centres undefined)	0.7%	5.0%	-4.3%	-14.9%[46.1 µM]	0.7%[38.3 µM]	9.0%	0.7%
31	CCOC(=O)CN1NC2(CCC(C)CC2)NC1=S (centres undefined)	-2.0%	1.8%	-1.7%	5.8%[46.1 µM]	14.2%[38.3 µM]	5.3%	10.7%
32	O=C(CCc1nnc(Cc2ccc(-c3ccccc3)cc2)o1)NCCc1cccnc1	2.4%	1.8%	-4.3%	-8.3%	17.3%	-3.8%[46 µM]	-2.1%

# Fetched by compound from the list above:
nr	mol	KinaseGlo FLuc	CBFb-RUNX1 inh	Epigenetic derep	NPSR antag	IMPase Li cell	Lamin A splicing	GLA spleen mod
3	O=C(NCc1ccccc1)c1cc(S(=O)(=O)N2CCCCC2)ccc1N1CCOCC1	3.0%	7.0%	-0.5%	-10.7%	6.2%	2.6%[46 µM]	-3.5%
2	Cc1onc(-c2ccccc2)c1C(=O)NNC(=S)NC(=O)c1ccc2c(c1)OCO2	·	-12.2%	0.1%	6.2%	·	·	-0.2%

# Following part.
nr	mol	KinaseGlo FLuc	CBFb-RUNX1 inh	Epigenetic derep	NPSR antag	IMPase Li cell	Lamin A splicing	GLA spleen mod
33	O=C(OCc1ccccc1)/C(=C/c1ccc(Cl)cc1)NC(=O)c1ccccc1Cl	4.0%	0.5%	1.2%	-11.2%[46.1 µM]	13.7%[38.3 µM]	?	-4.8%
34	CCC(C)Oc1ccc(/C=C/c2[nH]c(=O)[nH]c(=O)c2[N+](=O)[O-])cc1OC (centres undefined)	·	10.8%	0.0%	-22.9%	-9.4%	·	2.9%
35	CCOC(=O)C1CCN(CC(=O)Nc2ccc(OC)c(Cl)c2)CC1	-3.7%	5.4%	1.1%	-1.3%	10.1%	?	3.8%
36	CCNC(=O)/C(=C\c1ccccc1)NC(=O)/C=C/c1ccccc1	-2.3%	24.4%	0.0%	3.0%	1.0%	8.8%	-1.6%
37	Cc1ccnc(N2CCC(C(=O)NC3CCCCCC3)CC2)n1	-3.1%	22.4%	-1.1%	-19.4%[46.1 µM]	-3.1%[38.3 µM]	4.1%	-3.7%
38	Cc1ccc(Cc2cnc(NC(=O)CN3CCOCC3)s2)cc1Cl	-1.7%	9.3%	0.0%	-6.4%[46.1 µM]	2.6%	?	-1.7%
39	O=C(COC(=O)c1cc(S(=O)(=O)N2CCc3ccccc3C2)ccc1Cl)NCc1ccco1	-3.1%	-3.4%	1.3%	-7.0%[46.1 µM]	-2.3%[38.3 µM]	14.9%	-4.0%
40	Cc1cc(=O)c(C(=O)O)nn1-c1ccccc1	3.8%	3.6%	4.9%	27.1%	-14.7%	·	-0.6%

# Full records as entered above.
# Record of Cc1nnc(SCC(=O)NNC(=O)c2ccco2)n1-c1cccc(Cl)c1 = KinaseGlo FLuc = -4.3%; CBFb-RUNX1 inh = -5.6%; Epigenetic derep = -0.2%; NPSR antag = 7.2%; IMPase Li cell = -0.2%; Lamin A splicing = -11.3%[9.22 µM]; GLA spleen mod = -2.8%
# Record of CC(=O)c1c(N2CCN(c3ccc(F)cc3)CC2)nc(=S)n(Cc2ccccc2)c1C = KinaseGlo FLuc = 0.2%; CBFb-RUNX1 inh = -15.3%; Epigenetic derep = ?; NPSR antag = -31.3%; IMPase Li cell = 2.6%; Lamin A splicing = ?; GLA spleen mod = 2.8%
# Record of O=C(NC(NC(=S)Nc1c(Cl)cccc1Cl)C(Cl)(Cl)Cl)OCc1ccccc1 (centres undefined) = KinaseGlo FLuc = 1.8%; CBFb-RUNX1 inh = 10.2%; Epigenetic derep = 1.0%; NPSR antag = -39.8%; IMPase Li cell = 15.5%; Lamin A splicing = ?; GLA spleen mod = 0.9%

# (continued)
nr	mol	KinaseGlo FLuc	CBFb-RUNX1 inh	Epigenetic derep	NPSR antag	IMPase Li cell	Lamin A splicing	GLA spleen mod
41	Cc1nc2ccccc2nc1CN1CCC(CO)(CC2CCCCO2)CC1 (centres undefined)	2.3%	2.4%	0.2%	-7.9%	4.5%	·	2.1%
42	COc1ccccc1NC(=O)Nc1ccc(Br)cn1	-1.9%	3.9%	-1.5%	14.7%[7.67 µM]	6.0%[38.3 µM]	7.0%	5.0%
43	CC1CN(C(=O)c2ccc(COc3ccccc3Br)o2)CC(C)O1 (centres undefined)	-2.5%	2.7%	-0.4%	-9.2%	7.9%	-29.5%[46 µM]	2.3%
44	O=c1[nH]c(SCc2cccc(Cl)c2)nc2ccccc12	0.9%	2.3%	-0.6%	-6.5%	2.8%	10.0%[46 µM]	1.9%
45	CC1(C)C(=O)OC(/C=C\c2ccccc2)C(C)(C)C1=O (centres undefined)	3.5%	-2.4%	1.8%	-7.1%	1.7%	?	9.0%
46	Cc1nc2ccc(NC(=O)c3sccc3C)cc2s1	-19.1%	6.5%	-2.7%	1.8%[46.1 µM]	5.5%[38.3 µM]	0.3%	5.0%
47	Cc1noc(C)c1S(=O)(=O)N1CCCC(C(=O)N2CCN(C3CCCCC3)CC2)C1 (centres undefined)	3.4%	3.2%	-0.8%	-2.0%[46.1 µM]	33.2%[activator][38.3 µM]	-6.0%	4.1%
48	CCOC(=O)c1c(NC(=O)CSc2nncs2)sc(C)c1-c1ccccc1	-1.5%	10.7%	1.1%	-28.8%	13.9%	?	-0.2%
